Compound activity from PubChem.
TEAD-YAP block = TEAD-YAP interaction inhibition, primary screen, TEAD-YAP interaction inhibitor project, luminescence, HEK-TIYL cells; AID 1259422, 2018; 1.4% of 640,000 active; inhibition, % at 9.12 µM; TEAD-Gal4/YAP UAS-luciferase luminescence; in the data active = inhibition above about 32%;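 also: 0% = median of test compound wells and 100% = reference inhibitor wells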
GPR151 activ = activators of human GPR151, primary screen, cell-based, PathHunter beta-arrestin, luminescence | G-protein coupled receptor 151 (Homo sapiens), Q8TDV0 | activation, % at 11.2 µM | PathHunter beta-arrestin GPR151 cells | 1% of 650,000 active; in the data active = activation above about 4.9%;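 also: 0% = median of compound wells and 100% = cells with positive control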
Target sequence (Q8TDV0 whole entry, looked up): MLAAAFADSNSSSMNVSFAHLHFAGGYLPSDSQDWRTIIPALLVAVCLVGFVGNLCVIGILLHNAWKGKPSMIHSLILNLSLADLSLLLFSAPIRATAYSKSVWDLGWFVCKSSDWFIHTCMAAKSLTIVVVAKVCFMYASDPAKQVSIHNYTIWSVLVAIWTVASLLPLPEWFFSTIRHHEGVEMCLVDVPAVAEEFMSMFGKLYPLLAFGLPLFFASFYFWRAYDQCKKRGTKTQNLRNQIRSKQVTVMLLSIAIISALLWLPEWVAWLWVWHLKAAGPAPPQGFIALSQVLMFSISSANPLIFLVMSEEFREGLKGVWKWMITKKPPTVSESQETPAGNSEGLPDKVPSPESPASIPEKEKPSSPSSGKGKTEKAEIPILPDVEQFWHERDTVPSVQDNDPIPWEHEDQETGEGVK
MITF primary = MITF inhibitors, primary screen, biochemical, AlphaScreen, human. Microphthalmia-associated transcription factor (Homo sapiens), O75030. AlphaScreen MITF homodimerization, bead proximity signal. 0.91% of 650,000 active. AID 1259374, 2018. inhibition, % at 2.6 µM; in the data active = inhibition above about 50%;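 also: 0% = vehicle wells with protein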
Target sequence (O75030 whole entry, looked up): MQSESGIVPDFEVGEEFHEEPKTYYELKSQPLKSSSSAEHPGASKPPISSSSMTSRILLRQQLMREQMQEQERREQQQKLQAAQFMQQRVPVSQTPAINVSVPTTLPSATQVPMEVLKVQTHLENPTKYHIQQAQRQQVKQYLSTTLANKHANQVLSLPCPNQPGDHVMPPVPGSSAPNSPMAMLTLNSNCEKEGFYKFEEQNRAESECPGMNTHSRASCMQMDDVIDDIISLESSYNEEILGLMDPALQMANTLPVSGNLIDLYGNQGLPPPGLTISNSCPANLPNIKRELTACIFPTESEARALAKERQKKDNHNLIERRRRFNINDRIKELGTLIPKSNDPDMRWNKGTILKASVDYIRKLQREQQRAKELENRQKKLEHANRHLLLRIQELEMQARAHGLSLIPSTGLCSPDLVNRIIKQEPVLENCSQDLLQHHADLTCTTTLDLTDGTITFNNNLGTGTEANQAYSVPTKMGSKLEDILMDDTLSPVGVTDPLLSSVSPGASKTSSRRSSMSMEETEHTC
FBW7 activator = FBW7 E3 ligase activators, primary screen, biochemical, AlphaScreen, human. F-box/WD repeat-containing protein 7 (Homo sapiens), Q969H0. AlphaScreen FBW7–phospho-cyclin E peptide binding, activator screen. normalized activity (activation), % at 26.1 µM. 0.13% of 650,000 active; in the data active = normalized activity above about 1.9%;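 also: purified mutant Fbw7 with reduced substrate affinity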
Numbers without * were called inactive; & = joins results of further samples; ! = not confirmed by another sample. Hits appear at their usual frequency; any-hit rate near 3.4%.

SMILES	TEAD-YAP block	GPR151 activ	MITF primary	FBW7 activator
COCC(C)NC(=O)C1c2ccccc2Oc2ccccc21 (configuration not stated)	6	-1.6	11	-0.1
O=[N+]([O-])c1ccccc1S(=O)(=O)Nc1nc2ccccc2s1	-7	-0.5	-7	-0.2
COc1ccc(CC(=O)N2CC(=O)Nc3ccc(F)cc3C2c2ccccc2)cc1 (configuration not stated)	4	0.0	-4	-0.2
Nn1cnn2c(SC(Sc3nnc4n(N)cnn34)C(=O)c3ccccc3)nnc12	-9	1.9	3	-0.3
O=C(c1ccc(SCc2cccc(Br)c2)c([N+](=O)[O-])c1)N1CCN(c2ccccn2)CC1	-5	-0.6	1	-0.1
Cc1cccc(C)c1NC(=O)/C=C/c1ccc([N+](=O)[O-])cc1	-2	-0.6	-18	0.1
CCN1CCN(CC(=O)Nc2cc(C)cc(C)c2)C(=O)C1=O	6	-0.2	7	0.0
COc1cc(C2C(C#N)=C(N)N(c3cc([N+](=O)[O-])ccc3C)C3=C2C(=O)CC(C)(C)C3)cc(OC)c1OC (configuration not stated)	7	-1.1	3	0.5
COc1cc(Br)cc2c1OC(c1ccc3c(c1)OCO3)C([N+](=O)[O-])=C2 (configuration not stated)	-22	-1.2	10	-0.2
COc1ccc2c(c1)OC1(C)CC2/C(=C(\C)O)C(=O)N1 (configuration not stated)	7	-0.1	17	-0.1
Cc1ccc(S(=O)(=O)N2CCN(C(=O)c3cccc4ccccc34)CC2)cc1	8	-0.4	2	0.6
CN(Cc1ccsc1)C(=O)c1ccc(OC2CCN(Cc3ccccn3)CC2)cc1	4	-0.4	19	0.1
COc1cccc(CN2CCC(N3CCN(c4ccccc4F)CC3)CC2)c1	5	1.3	73*	-0.3
COCC(C)NC(=O)/C=C/c1ccc(Cl)cc1 (configuration not stated)	-7	-0.8	9	0.1
CCn1cc(C(=O)N2CCC(Oc3ccc(C(=O)NCCc4ccccc4)cc3)CC2)cn1	12	1.4	1	0.0
CC(OC(=O)c1ccccc1NC(=O)c1ccco1)c1ccccc1 (configuration not stated)	-4	2.0	-4	0.0
COc1ccc(CCNC(=O)C2CC2c2ccccc2)cc1OC (configuration not stated)	6	1.5	15	0.0
COc1ccccc1NC1=NS(=O)(=O)c2cc([N+](=O)[O-])ccc21	3	0.8	15	0.1
COc1cccc(NC(=O)CCCC(=O)O)c1	2	4.3	1	0.0
Cc1ccc(Cl)cc1NC(=O)CN(c1ccccc1F)S(C)(=O)=O	-1	4.5	18	-0.2
COc1ccccc1-c1cc(C(=O)N2CCN(c3ccc(F)cc3)CC2)[nH]n1	-7	-1.1	2	0.0
CC1=C(C(=O)OCc2ccc3c(c2)OCO3)C(c2cc3c(cc2Br)OCO3)NC(=O)N1 (configuration not stated)	1	1.0	-9	0.0
O=C(CCCN1C(=O)CCC1=O)Nc1ccc([N+](=O)[O-])cc1	5	-1.7	9	0.1
Cc1ccc(-n2c(SCC(=O)c3ccc(Br)cc3)nc3sc4c(c3c2=O)CCC4)cc1	-3	1.0	-2	0.2
O=C(Nc1ccccc1Br)c1ccccc1	-4	-0.4	4	0.0

Some entries already given, reduced to FBW7 activator, GPR151 activ and MITF primary:
molecule | FBW7 activator | GPR151 activ | MITF primary
CN(Cc1ccsc1)C(=O)c1ccc(OC2CCN(Cc3ccccn3)CC2)cc1 | 0.1 | -0.4 | 19
O=C(Nc1ccccc1Br)c1ccccc1 | 0.0 | -0.4 | 4

More results follow.
SMILES	TEAD-YAP block	GPR151 activ	MITF primary	FBW7 activator
O=C1c2cccc3c(Br)ccc(c23)C(=O)N1CCN(C(=O)C12CC3CC(CC(C3)C1)C2)c1ccc(Oc2ccccc2)cc1	7	0.9	8	-0.1
COc1cccc(Nc2ncc(C(=O)O)c3ccccc23)c1	-3	-3.2	-6	-0.1
CN1CCN(CCCC(=O)c2ccc(F)cc2)CC1	1	0.6	1	0.0
CCOC(=O)C(Cc1ccccc1)NC(C)=O (configuration not stated)	-3	-0.7	14	1.4
COC(=O)c1ccccc1OC(=O)c1ccc([N+](=O)[O-])cc1[N+](=O)[O-]	-2	1.4	-6	0.1
CN(C(=O)CSc1nc(N)cc(=O)[nH]1)C1(C#N)CCCCC1	2	-1.3	11	0.1
CN(C(=O)Cn1nc(C(=O)O)c2ccccc2c1=O)C1CCS(=O)(=O)C1 (configuration not stated)	-1	-1.5	10	0.3
COC(=O)c1ccccc1NC(=O)COC(=O)c1ccccn1	-1	-0.8	3	-0.2
COc1cc(NC(=O)c2cnc(Nc3ccc(-n4ccnc4)cc3)s2)cc(OC)c1OC	1	3.9	-8	-0.1
C=C1C(=O)OC2CC3(C)CCCC(C)C3=CC12 (configuration not stated)	11&9	6.2*!	6&14	0.1&0.0
COc1cc(-c2oc3ccc(C)cc3c(=O)c2O)cc(OC)c1OC	-17	2.0	-3	-0.1
CC(C)Nc1cc(N(C)C)c2noc3c2c1C(=O)c1ccccc1-3	11	0.1	51*	-0.5
Cc1nc(NC(=O)/C=C/c2cccs2)sc1C	-43	2.5	-105	-0.2
CNc1nc2c(s1)C(=O)CC(C)(C)C2	9	0.2	7	0.2
CCN(C(=O)C(=O)c1c[nH]c2ccccc12)c1cccc(C)c1	15	2.7	12	-0.1
O=[N+]([O-])c1ccc(Cl)c(S(=O)(=O)n2cnc3ccccc32)c1	2	0.8	0	0.7
COc1ccc(CCNC(=O)CCCn2c(SCC(=O)NC3CCCCC3)nc3cc4c(cc3c2=O)OCO4)cc1OC	-9	-0.3	16	0.5
CCO/C=C/C(O)(CNC(=O)COc1ccccc1F)C(F)(F)F (configuration not stated)	-2	0.6	25	0.9
O=C1c2ccc(C34CC5CC(CC(C5)C3)C4)cc2C(=O)N1CCN1CCOCC1	-8	-2.1	-5	-0.2
Cc1cccc(C)c1NC(=O)C1(N(Cc2ccccc2)C(=O)COc2ccc(Cl)cc2Cl)CCC(C(C)(C)C)CC1 (configuration not stated)	-12	-0.2	2	0.1
CCCCOc1cc(N)ccc1NS(=O)(=O)c1ccc(C)cc1	-14	-1.0	-9	-0.1
Cc1ccc(S(=O)(=O)NCCSC(C)(C)C)cc1	-14	0.5	17	0.1
COC(=O)c1ccc2c(=O)n3nc(Nc4ccc(F)cc4F)sc3nc2c1	4	-0.2	-1	0.2
CN1C(=O)c2ccccc2Sc2ccc(C(=O)O)cc21	11	-0.6	8	0.3
COc1ccc(-c2cc(C(F)(F)F)n3nc(C(=O)Nc4cc(OC)c(OC)c(OC)c4)c(Cl)c3n2)cc1OC	-1	-2.0	-7	-0.1

Single values from the results shown.
`CN(C(=O)CSc1nc(N)cc(=O)[nH]1)C1(C#N)CCCCC1` | MITF primary: 11
`CN(C(=O)Cn1nc(C(=O)O)c2ccccc2c1=O)C1CCS(=O)(=O)C1` (configuration not stated) | MITF primary: 10
`CN1CCN(CCCC(=O)c2ccc(F)cc2)CC1` | MITF primary: 1

(list continues)
SMILES	TEAD-YAP block	GPR151 activ	MITF primary	FBW7 activator
O=C(O)/C=C/C(=O)Nc1ccccc1OC(F)(F)C(F)C(F)(F)F (configuration not stated)	-6	-0.9	3	0.0
COc1cccc(-n2c(SCC(N)=O)nnc2-c2cccnc2)c1	5	-0.9	0	0.0
CC(C)n1cnc2c(NCc3ccccc3)nc(-c3ccc(N4CCN(C)CC4)cc3)nc21	2	0.3	13	-0.1
CCCCCN1CC(O)=C(c2ccccc2)C1=N	-7	-0.3	-6	-0.1
Cc1cccc(C)c1NS(=O)(=O)c1ccc([N+](=O)[O-])cc1	7	0.2	17	0.1
Cc1cnc(NC2CCC(O)CC2)nc1NCCN1CCOCC1 (configuration not stated)	4	-2.2	7	0.1
Cn1cccc1/C=N/N=C1\NC(=O)C(CC(=O)O)S1 (configuration not stated)	2	0.6	7	0.0
NC(=O)CC(NCC1(O)CCOCC1)C(=O)O (configuration not stated)	-2	-0.3	-3	-0.1
O=C(c1n[nH]c(=O)c2ccccc12)N1CCN(c2ccccc2)CC1	-5	0.1	4	0.3
CCc1cccc2c(C(=O)C(F)(F)F)cn(CC(=O)N3CCCC3)c12	-2	-0.5	-17	-0.1
CC(O)CNCCOc1ccc2ccccc2c1Br (configuration not stated)	-11	0.1	1	-0.1
COc1ccccc1NC(=O)CSc1ccc(-c2nc3ccccc3[nH]2)cn1	-4	-4.4	-1	0.2
O=C(Cc1ccccc1)NCc1ccc2[nH]c3c(c2c1)CCCC3	0	-1.5	-9	-0.2
O=C(COC(=O)Cn1cnc2ccccc2c1=O)Nc1ccc(SC(F)F)cc1	5	-1.4	-4	0.5
Fc1cccc(Nc2c3c(nc4ncnn24)CCC3)c1	-8	-0.7	1	0.8
CC1=C(C(=O)N2CCOCC2)C(c2ccc(Cl)c([N+](=O)[O-])c2)C2=C(CC(C)(C)CC2=O)N1 (configuration not stated)	2	0.3	7	-0.2
CC(=O)N1CCc2ccc(NC3CCN(C)CC3)cc21	6	-0.6	-3	-0.1
CCOc1ccc(C(=O)OCCN(C)C)cc1	-1	2.6	-4	-0.1
CSc1nnc2c(n1)OC(c1cccc(C)n1)Nc1ccccc1-2 (configuration not stated)	-13	-0.8	10	0.3
CC1(C)CC(=O)C2=C(C1)N(Cc1ccccc1)C(=O)C2(NC(=O)c1ccco1)C(F)(F)F (configuration not stated)	-4	0.3	12	0.0
C[C@H]1NC(=O)[C@@H]2C[C@H](NCc3ccc(F)c(F)c3)CN2C1=O	4	-0.5	4	0.1
O=C(N/N=C/c1ccc(O)cc1O)c1ccc(NC(=O)c2ccccc2Cl)cc1	15	-0.2	19	-0.7
O=C(COc1ccc(Cl)cc1Br)NCc1ccccn1	-42	0.9	2	0.1
CCOC(=O)CSC1=C(C#N)C(c2cccc(Cl)c2)CC(=O)N1 (configuration not stated)	66*	-0.6	7	0.0
O=C(CC1Nc2cccc3cccc(c23)NC1=O)Nc1ccc(Cl)cc1 (configuration not stated)	5	-1.2	6	-0.1

The last 6 compounds of the part above lead into the next.
SMILES	TEAD-YAP block	GPR151 activ	MITF primary	FBW7 activator
CC1(C)CC(=O)C2=C(C1)N(Cc1ccccc1)C(=O)C2(NC(=O)c1ccco1)C(F)(F)F (configuration not stated)	-4	0.3	12	0.0
C[C@H]1NC(=O)[C@@H]2C[C@H](NCc3ccc(F)c(F)c3)CN2C1=O	4	-0.5	4	0.1
O=C(N/N=C/c1ccc(O)cc1O)c1ccc(NC(=O)c2ccccc2Cl)cc1	15	-0.2	19	-0.7
O=C(COc1ccc(Cl)cc1Br)NCc1ccccn1	-42	0.9	2	0.1
CCOC(=O)CSC1=C(C#N)C(c2cccc(Cl)c2)CC(=O)N1 (configuration not stated)	66*	-0.6	7	0.0
O=C(CC1Nc2cccc3cccc(c23)NC1=O)Nc1ccc(Cl)cc1 (configuration not stated)	5	-1.2	6	-0.1
CCNc1nc(NC(C)C)nc(Oc2ccc(/C=N/O)cc2)n1	-4	-0.1	-2	-0.2
Cc1sc2ncnc(Nc3ccc(C(F)(F)F)cc3)c2c1C	-5	0.1	9	-0.1
Cc1nc2cc(C(=O)N3CCN(Cc4ccco4)C[C@@H]3C(C)C)ccc2n1C	-4	1.4	-5	-0.1
Cc1cccc(NC(=S)N(Cc2ccc(Br)cc2)Cc2ccc(C(=O)O)cc2)c1	11	-1.3	10	0.1
O=C(NCCCn1ccc2ccccc21)c1ccc[nH]c1=O	-5	-1.9	13	0.1
Cc1ccc(-c2noc(C3CCCN(S(=O)(=O)c4ccccc4)C3)n2)cc1 (configuration not stated)	-1	1.4	-11	0.4
O=C1C2C3C=CC(C4CC34)C2C(=O)N1c1cccc(I)c1 (configuration not stated)	3	2.5	5	0.1
CSc1cccc(NC(=O)C2CCCC2)c1	-8	0.5	6	-0.1
CC1CN(C(=O)Cn2nc3n(C)c4ccccc4n3c2=O)CC(C)O1 (configuration not stated)	1	0.3	-7	-0.1
O=C(CCc1ccccc1)NCc1ccccc1	1	0.5	-2	0.1
CC1(CC(=O)N/N=C/c2c(Cl)cccc2Cl)OCCO1	-7	-0.7	15	0.1
CC(C)CNc1cc(N2CCN(S(C)(=O)=O)CC2)ccc1[N+](=O)[O-]	-6	-0.5	9	0.6
COc1ccc(N2CCN(C3CCCN(C(=O)C4CCCC4)C3)CC2)cc1 (configuration not stated)	1	-0.9	12	0.1
CCOc1ccc(-n2nnnc2-c2nc3ccccc3[nH]2)cc1	-10	-0.5	14	0.1
Cc1nnc(SCC(=O)Nc2ccc(Cl)cc2O)s1	6	-1.6	19	0.3
Cc1ccc(NC(=O)/C(=C\c2ccc3c(c2)OCO3)NC(=O)c2ccccc2Cl)cc1	4	-0.8	-8	0.0
O=C(NCCc1cnc[nH]1)c1ccc2c(=O)n(CCC3=CCCCC3)c(=S)[nH]c2c1	12	-0.1	29	0.5
CCCn1c(=N)c(C(=O)OCC)cc2c(=O)n3ccccc3nc21	-8	-0.6	-3	-0.1
CC1=C(C(N)=O)C(c2ccc(Cl)c(Cl)c2)n2ncnc2N1 (configuration not stated)	2	0.2	7	0.2
COc1ccc(CCN2C(=O)CC(N3CCN(c4ccc(F)cc4)CC3)C2=O)cc1OC (configuration not stated)	5	-0.9	15	0.1
O=C1C2C3C=CC(C3)C2C(=O)N1c1ccc2c(c1)OCO2 (configuration not stated)	1	1.0	9	0.2

Structures above containing a tert-butyl group:
SMILES	TEAD-YAP block	GPR151 activ	MITF primary	FBW7 activator
Cc1cccc(C)c1NC(=O)C1(N(Cc2ccccc2)C(=O)COc2ccc(Cl)cc2Cl)CCC(C(C)(C)C)CC1 (configuration not stated)	-12	-0.2	2	0.1
Cc1ccc(S(=O)(=O)NCCSC(C)(C)C)cc1	-14	0.5	17	0.1
